# Screening results: PubChem BioAssay, Sanford-Burnham Center for Chemical Genomics
# ER stress death: ER stress cell death inhibition. CSM14.1 thapsigargin ER stress survival, ATP luminescence. relative survival (cellular ATP), % at 15 µg/mL (by protocol). 48,000 compounds, 0.33% hits. AID 1010;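 active means survival measured by cellular ATP above 50% at 15 µg/ml in the first screen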;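 further: cell death triggered by about 15 µM thapsigargin; ATP read 24 h after thapsigargin was added; plate controls were thapsigargin with DMSO for no effect and DMSO without thapsigargin for full effect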
# Starred values were filed as active, the others as inactive. The list is partial. The share of hits here may be higher or lower than overall.
# Preview (2 entries):
SMILES,ER stress death
O=c1oc2ccc(Br)cc2cc1-c1nc(-c2ccc([N+](=O)[O-])cc2)cs1,6
CC1=CC(=O)C=C/C1=N\OS(=O)(=O)c1ccccc1,-4

# Main list, previewed entries included:
SMILES,ER stress death
O=c1oc2ccc(Br)cc2cc1-c1nc(-c2ccc([N+](=O)[O-])cc2)cs1,6
CC1=CC(=O)C=C/C1=N\OS(=O)(=O)c1ccccc1,-4
CC1=C(C(=O)OCCc2ccccc2)C(c2ccccc2OCc2ccccc2)CC(=O)N1 (stereo not drawn),2
CC(C)CNC(=O)c1ccccc1NC(=O)CSCc1ccccc1,0
O=c1oc(-c2ccccc2)nc2sc3c(c12)CCCCC3,7
O=C(c1ccc(C#CC2(O)CCCCC2)cc1)N1CCN(c2ccccc2Cl)CC1,94*
O=C(NC(=S)N1CCOCC1)c1ccc(Br)cc1,10
COc1ccc(Nc2ccc(OC)cc2)cc1,-6
COc1ccccc1N1CCN(/N=C/c2ccccc2C)CC1,6
Cc1ccc(C(=O)Nc2cccc(-c3nc4ccccc4o3)c2C)cc1,2
C=CCN1C(=O)/C(=C\c2ccc(OCc3ccccc3Cl)cc2)SC1=S,11
Cc1cccc(NC(=O)c2ccc(OCC(C)C)cc2)c1,-5
O=C(Nc1ccc2oc(-c3cccnc3)nc2c1)c1ccc(Br)o1,4
CC1CCN(c2cc(N3CCN(C(=O)c4ccc(F)c(F)c4)CC3)c([N+](=O)[O-])cc2F)CC1,0
CCN(CC)C(=O)CCN1C(=O)/C(=C2\SC(=S)N(CCC(=O)N(CC)CC)C2=O)SC1=S,-4
Cc1c(C(=O)Nc2ccccc2CO)cccc1[N+](=O)[O-],-8
O=C(NCCNC(=O)c1ccccc1O)c1ccccc1O,1
COC(=O)C1=NN(C(C)=O)C(O)(c2ccccc2)C1 (stereo not drawn),-4
CC(=O)N(C)c1ccc(NC(=O)COc2ccc(Cl)cc2Cl)cc1,2
CCCCn1c(O)c(C2=c3cc(Br)ccc3=NC2=O)sc1=S,2
O=C(c1ccccc1)N1CCN(C(=O)c2ccccc2)C1,8
CCN(CC)S(=O)(=O)c1ccc(C(=O)Nc2sc3c(c2C(N)=O)CCCC3)cc1,8
C=CCNc1nc(-c2ccc(C)cc2C)cs1,0
Cc1ccc(CNC(=O)/C=C/c2ccccc2)cc1,0
Cc1ccc(C(=O)C[n+]2cc(-c3ccccc3)n3c2CCCCC3)cc1,-4

# A second format for some results above.
structure	ER stress death
O=c1oc2ccc(Br)cc2cc1-c1nc(-c2ccc([N+](=O)[O-])cc2)cs1	6
CC1=CC(=O)C=C/C1=N\OS(=O)(=O)c1ccccc1	-4
CC1=C(C(=O)OCCc2ccccc2)C(c2ccccc2OCc2ccccc2)CC(=O)N1 (stereo not drawn)	2
CC(C)CNC(=O)c1ccccc1NC(=O)CSCc1ccccc1	0
O=c1oc(-c2ccccc2)nc2sc3c(c12)CCCCC3	7
O=C(c1ccc(C#CC2(O)CCCCC2)cc1)N1CCN(c2ccccc2Cl)CC1	94*
O=C(NC(=S)N1CCOCC1)c1ccc(Br)cc1	10
COc1ccc(Nc2ccc(OC)cc2)cc1	-6
COc1ccccc1N1CCN(/N=C/c2ccccc2C)CC1	6
Cc1ccc(C(=O)Nc2cccc(-c3nc4ccccc4o3)c2C)cc1	2
C=CCN1C(=O)/C(=C\c2ccc(OCc3ccccc3Cl)cc2)SC1=S	11
Cc1cccc(NC(=O)c2ccc(OCC(C)C)cc2)c1	-5
O=C(Nc1ccc2oc(-c3cccnc3)nc2c1)c1ccc(Br)o1	4
CC1CCN(c2cc(N3CCN(C(=O)c4ccc(F)c(F)c4)CC3)c([N+](=O)[O-])cc2F)CC1	0
CCN(CC)C(=O)CCN1C(=O)/C(=C2\SC(=S)N(CCC(=O)N(CC)CC)C2=O)SC1=S	-4
Cc1c(C(=O)Nc2ccccc2CO)cccc1[N+](=O)[O-]	-8
O=C(NCCNC(=O)c1ccccc1O)c1ccccc1O	1
COC(=O)C1=NN(C(C)=O)C(O)(c2ccccc2)C1 (stereo not drawn)	-4
CC(=O)N(C)c1ccc(NC(=O)COc2ccc(Cl)cc2Cl)cc1	2
CCCCn1c(O)c(C2=c3cc(Br)ccc3=NC2=O)sc1=S	2
O=C(c1ccccc1)N1CCN(C(=O)c2ccccc2)C1	8
CCN(CC)S(=O)(=O)c1ccc(C(=O)Nc2sc3c(c2C(N)=O)CCCC3)cc1	8
C=CCNc1nc(-c2ccc(C)cc2C)cs1	0
Cc1ccc(CNC(=O)/C=C/c2ccccc2)cc1	0

# (more compounds)
SMILES,ER stress death
O=C1c2ccccc2NC(c2ccccc2F)N1Cc1ccco1 (stereo not drawn),-4
CCOC(=O)c1c(-c2ccccc2)c[nH]c1C,15
O=C(Nc1ccc(Cc2ccncc2)cc1)c1cccc(C(=O)Nc2ccc(Cc3ccncc3)cc2)c1,8
Brc1ccc2ncnc(NCc3cccnc3)c2c1,8
O=C(CC(=O)c1ccccc1O)c1ccco1,0
COc1ccc(/C=C2/SC(=S)NC2=O)cc1OCc1ccc([N+](=O)[O-])cc1,8
Cc1ccsc1/C=C1\SC(N2CCN(C)CC2)=NC1=O,-5
O=C(NC1CCCC1)c1cc(-c2ccc(Cl)cc2)nc2ccccc12,1
Cc1ccc(N(CC(O)CN2CCCCC2)S(=O)(=O)c2ccc([N+](=O)[O-])cc2)cc1 (stereo not drawn),-3
O=C(O)c1ccc(N2C(=O)CC(N3CCC(C(=O)O)CC3)C2=O)cc1 (stereo not drawn),2
CCOc1ccc(N2C(=O)S/C(=C\C=C\c3ccccc3)C2=O)cc1,7
O=C(c1cc(F)c(F)cc1Br)N1CCOCC1,2
O=C(Cc1ccc(Cl)cc1)N1CCN(c2ccccn2)CC1,4
Cc1cccc(-c2nnc(-c3ccco3)o2)c1,-5
C=CCOC(=O)C1=C(C)NC2=C(C(=O)CC(C)(C)C2)C1c1ccccc1Cl (stereo not drawn),3
CN(C)c1ccc(/C=N/Nc2ccc(C(F)(F)F)cn2)cc1,-5
COc1cc(NC(=O)c2cccc(Br)c2)c(C(=O)O)cc1OC,-6
CCOC(=O)/C(C(=O)Nc1ccc(Cl)cc1Cl)=C1\NC(C)(C)Cc2ccccc21,2
Cc1ccccc1-n1c(C)cc(/C=N/NC(=O)c2cccnc2)c1C,7
CC1=C(C(=O)OC2CCCCCC2)C(c2cccc(F)c2)C2=C(CCCC2=O)N1 (stereo not drawn),-1
CCOC(=O)c1c(NC(=S)NC(=O)/C=C/c2cccs2)sc(C)c1C,-3
C/C(CCc1oc2ccc(C)cc2c1-c1ccc(C)o1)=N\O,-2
O=[N+]([O-])c1cccc(-c2ccc(CO)o2)c1,-2
O=c1/c(=C/c2ccccc2OCc2ccccc2F)sc2nc3ccccc3n12,5
CCCCOc1ccc2ccc(=O)oc2c1,-4
SMILES,ER stress death
COc1ccc(Cl)cc1S(=O)(=O)N1CCC(Cc2ccccc2)CC1,-2
O=C(Cc1ccccc1)Nc1ccc(NC(=O)c2ccccc2)c(Br)c1,2
O=c1/c(=C\c2ccccc2OS(=O)(=O)c2ccc3ccccc3c2)sc2nc3ccccc3n12,7
O=C1CC(c2cccc([N+](=O)[O-])c2)Sc2nc3ccccc3n21 (stereo not drawn),1
CC(=O)N/C(=N/c1nc(C)cc(C)n1)Nc1ccc(C)c(Cl)c1,10
COc1cc2c(cc1OC)Cc1cc(OC)c(OC)cc1C(=O)C2,13
O=C(COc1ccc2ccccc2c1Br)c1ccc(Br)cc1,5
Cc1cccc(OCCSc2nc3ccccc3c(=O)[nH]2)c1,2
Cn1c2ccccc2c2nnc(SCC(=O)OCN3C(=O)c4ccccc4C3=O)nc21,10
CN(C)C(=O)CN1C(=O)C2CC=C(Cl)CC2C1=O (stereo not drawn),2
COC(=O)CN(C#N)c1nc(SC)nc(N(C)C)n1,32
Cc1ccc(S(=O)(=O)N2CCN(Cc3ccccn3)CC2)cc1,-10
COc1cc(/C=N/N=C2/NC(=O)C(CC(=O)Nc3ccccc3F)S2)ccc1O (stereo not drawn),0
COc1cccc(N2C(=O)NC(=O)/C(=C/c3ccc(Br)s3)C2=O)c1,46
Cc1cc(Br)cc2c(N=NC(=O)c3cccnc3)c(O)[nH]c12,4
O=C1OC(c2ccc(Br)cc2)=C/C1=C\c1cc([N+](=O)[O-])ccc1Cl,9
COc1ccc(C2CC(=O)Nc3c2cc(Br)c2ccccc32)cc1OC (stereo not drawn),-4
Brc1ccc(OCc2nc(-c3ccccn3)no2)cc1,0
NC(=O)CN1C(=O)/C(=C2\SC(=S)N(Cc3ccccc3)C2=O)c2ccccc21,2
CCC(=O)Nc1ccc(I)cc1Cl,4
O=C(NCc1ccco1)c1ccc(Cl)c([N+](=O)[O-])c1,-5
CCc1ccc(NC(=O)C(=O)NCCCOC(C)C)cc1,0
COC(=O)CC1(C(=O)OC)NC(=O)C(N)=C1C(=O)OC (stereo not drawn),12
Cc1cc(C)cc(CSCC(=O)Nc2c(C)n(C)n(-c3ccccc3)c2=O)c1,5
O=C1NC(=S)N(c2ccccc2)C(=O)/C1=C/c1cc(Cl)c(O)c(Cl)c1,9
SMILES,ER stress death
COc1ccc(C(=O)NCCSCc2ccccc2Cl)cc1,9
CCOC(=O)c1ccc(-c2ccc(/C=C3/C(=O)NC(=O)N(c4ccccc4)C3=O)o2)cc1,6
C=CCn1c(Cc2ccccc2)n[nH]c1=S,9
O=C1c2ccccc2C(=O)c2c1cc(Nc1ccccc1)c1nsnc21,0
Cc1ccc(C(C)C)c(OCCNC(=O)c2cccc3ccccc23)c1,4
Cc1onc(-c2c(Cl)cccc2Cl)c1C(=O)Nc1sc2c(c1C(N)=O)CCCC2,4
COc1ccc(C)cc1NC(=O)C(=O)NN=C1CCN(C)CC1,12
Cc1ccccc1CNC(=O)c1ccc(Cl)cc1,9
Cc1ccc(C(=O)Nc2ccccc2C(=O)O)cc1N,-8
O=S(=O)(NCc1ccccc1)c1ccc(Cl)c(S(=O)(=O)NCc2ccccc2)c1,12
CC1(C)OC(=O)C(=Cc2ccc(I)o2)C(=O)O1,-4
CCOC(=O)C(CCCCOc1ccccc1OC)C(=O)OCC,-6
O=C1NC(=O)C(=Cc2ccc(OC(=O)c3ccc(Cl)c(Cl)c3)cc2)C(=O)N1,-5
CCOC(=O)c1c(N2C(=O)C=CC2=O)sc(C)c1C,6
CC1=C(C(=O)OC2CCCC2)C(c2cccc(Br)c2)C2=C(CCCC2=O)N1 (stereo not drawn),1
Cc1sc(NC(=O)c2ccco2)c(C(N)=O)c1C,1
Cc1cc(C)c(C)c(OCCn2ccnc2)c1,-3
CCOc1ccc(N(CC(=O)NCCc2ccccc2)S(=O)(=O)c2ccc(SC)cc2)cc1,-2
O=C(CCc1ccccc1)N1CCN(c2ccc(F)cc2)CC1,-1
COC(=O)c1c(NC(=O)c2c(OC)cccc2OC)sc2c1C(C(=O)OC)CC2 (stereo not drawn),8
COc1ccc(Br)cc1/C=C/C(=O)Nc1ccc(Cl)cn1,6
Cc1cccc(OCC(=O)O/N=C(\N)c2cccnc2)c1,-16
C(=N\n1cnnc1)/c1cn[nH]c1-c1ccccc1,6
Cc1ccc(Nc2cc(N3CCOCC3)c3noc4c3c2C(=O)c2ccccc2-4)cc1,1
COc1ccccc1N1C(=O)C(=Cc2cccn2C)C(=O)NC1=S,-2
SMILES,ER stress death
CCOC(=O)c1ccc(N2C(=O)C3C(C2=O)C2(C)c4ccccc4C3(C)c3ccccc32)cc1 (stereo not drawn),6
CC1(C)Oc2c(C(C)(C)C)cc([N+](=O)[O-])c(C(C)(C)C)c2O1,-1
CC(=O)c1cccc(NC(=O)c2nn3c(C(F)(F)F)cc(-c4cccs4)nc3c2Cl)c1,10
Cn1c(/C=C/c2cn(Cc3ccccc3)c3ccccc23)nc2ccccc2c1=O,8
COc1cccc(N2C(=O)CC(N3CCN(C(c4ccccc4)c4ccccc4)CC3)C2=O)c1 (stereo not drawn),19
COc1cc(/C=C2\SC(=S)N(c3cccc(C(F)(F)F)c3)C2=O)cc(OC)c1OC,3
CC1=C(C(=O)c2ccccc2)C(c2ccc(F)cc2)NC(=O)N1 (stereo not drawn),-3
Cc1c(/C=C/c2nc3ccccc3c(=O)n2C)c2ccccc2n1C,8
CCOC(=O)C1=CN(c2ccc(OCC)cc2)C=C(C(=O)OCC)C1c1cccc(F)c1,15
CCOc1ccc2ccc(OCC)c(/C=C3/SC(=S)NC3=O)c2c1,4
O=C(NC1C2CC3CC(C2)CC1C3)c1ccc(Cl)cc1Cl (stereo not drawn),6
CC(=O)c1cc(C(=O)Nc2ccccc2C(=O)O)oc1C,2
CCC(=O)Nc1ccc(NC(=O)/C=C/c2ccco2)cc1,0
O=S(=O)(c1ccccc1)N(Cc1ccc(F)cc1)c1ccccc1,4
CC(=O)C1=C(C)NC(=O)NC1c1cccc([N+](=O)[O-])c1 (stereo not drawn),3
CC(=O)Oc1cccc(/C=C2\C=C(c3ccc(Br)cc3)OC2=O)c1,0
O=C1c2ccccc2C(=O)N1/N=C/c1ccc(Cl)c([N+](=O)[O-])c1,5
O=C(c1ccncc1)N1N=C(c2ccc(Cl)cc2)CC1(O)C(F)(F)F (stereo not drawn),8
O=S(=O)(Nc1cccc2ccccc12)c1cc(Cl)ccc1Cl,2
O=C(Nc1cc([N+](=O)[O-])ccc1O)c1ccc(C(=O)Nc2cc([N+](=O)[O-])ccc2O)cc1,-4
CCOC(=O)c1[nH]c(=O)c2ccccc2c1O,-3
CCN(CC)C(=O)/C(=C/c1cccc([N+](=O)[O-])c1)NC(=O)c1ccc(C)cc1,3
c1ccc(-c2cc(-c3cc(-c4ccccc4)on3)no2)cc1,-3
Cc1ccc(OCC(=O)Nc2ccc(I)cc2C)c(C)c1,12
O=C(O)CC(NC(=O)c1ccccc1)c1ccc(Cl)cc1 (stereo not drawn),12
SMILES,ER stress death
CCOc1ccc(/C=N/N2CCN(C(c3ccccc3)c3ccccc3)CC2)cc1,2
Cc1ccc(C(=O)Nc2ccc(OCc3ccccc3)cc2)cc1[N+](=O)[O-],-3
Cc1cc(-c2ccc(/C=c3/sc4nc5ccccc5n4c3=O)o2)cc([N+](=O)[O-])c1C,5
Cc1ccc([N+](=O)[O-])c2c1NCC1CC=CC21 (stereo not drawn),-1
COc1ccc(C2/C(=C(\O)c3ccccc3)C(=O)C(=O)N2CCN(C)C)c(OC)c1 (stereo not drawn),1
COCCCNC(=O)c1ccccc1[N+](=O)[O-],5
CCCC(=O)Nc1ccc(NC(=O)c2cc([N+](=O)[O-])ccc2Br)cc1,4
